From PubChem
Coupling enz: inhibits coupling enzyme system, counter-screen for aldolase hits. activity change, negative = inhibition, % at 58.2 µM, hits read low. AID 2472. coupling enzyme system counterscreen, AmpLite Red fluorescence. hit rate 0.67% among 290,000; in the data active = activity change below about -30%; also: % is scaled to controls: 0 for no effect and ±100 for the full control effect
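Final compound at 57.5 uM, incubated 10 min at RT with coupling enzyme reagent (glyceraldehyde-3-phosphate), then 20 min with substrate and AmpLite Red detection. Fluorescence read at 525/598 nm; tests interference with the coupling assay, not aldolase inhibition.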
GALK inhibitor: blocks human galactokinase activity. Purified GALK, Kinase-Glo residual ATP luminescence. Potency, µM (highest dose often 57.5 µM), inactives show at the highest dose activity change, negative = inhibition, usual class: inhibitors. hit rate 0.007% among 270,000. AID 1868; also: potency is read from the fitted curve at half-maximal effect; % is scaled to controls: 0 for no effect and ±100 for the full control effect
Target sequence (P51570 whole entry, looked up): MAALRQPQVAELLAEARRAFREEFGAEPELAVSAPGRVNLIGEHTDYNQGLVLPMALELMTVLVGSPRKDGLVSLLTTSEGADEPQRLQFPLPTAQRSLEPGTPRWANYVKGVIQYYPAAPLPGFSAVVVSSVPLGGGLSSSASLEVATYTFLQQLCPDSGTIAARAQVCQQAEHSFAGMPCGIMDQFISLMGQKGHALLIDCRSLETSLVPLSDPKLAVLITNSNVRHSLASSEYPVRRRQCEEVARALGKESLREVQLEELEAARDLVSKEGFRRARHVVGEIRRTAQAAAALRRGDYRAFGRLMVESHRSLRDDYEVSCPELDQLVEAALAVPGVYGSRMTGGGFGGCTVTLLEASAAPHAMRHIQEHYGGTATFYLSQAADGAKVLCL
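Human GALK (5 nM) with 35 uM ATP and 100 uM galactose in 20 mM HEPES pH 8.0, 5 mM MgCl2, 60 mM NaCl, 1 mM DTT, 0.01% BSA. After 1 h at room temperature, leftover ATP was read by Kinase-Glo Plus luminescence.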
MLL CXXC-DNA inh: MLL CXXC-DNA interaction inhibition | Q03164 | MLL-CXXC / FITC-HOXA9 DNA fluorescence polarization | Potency, µM (top dose mostly 115 µM), for inactives: at the highest dose activity change, negative = inhibition, most hits filed as inhibitors | hit rate 0.037% among 290,000; active = well fitted inhibition curve with a large enough effect in the polarisation, with a control signal flat, not every such curve was filed as active; inconclusive = small, poorly fitted or top-dose-only effect, or effect the other way, or a change in a side signal; inactive = no such curve, though single readings can be large or run the other way; the % refers to the polarisation; also: potency is read from the fitted curve at half-maximal effect
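Purified MLL-CXXC (added from a 7 uM solution) was preincubated 5 min at ambient with pinned compounds in 50 mM Tris-HCl pH 7.5, 50 mM NaCl, 1 mM DTT, 0.05% BSA. Fluorescein-labeled HOX-A9 DNA (50 nM solution) followed, 30 min, then polarization read.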
A-T KAP1 phos: potential ataxia-telangiectasia treatment. […] A-T fibroblasts, KAP-1 phosphorylation AlphaLISA; neocarzinostatin DNA damage 30 min before lysis. Potency, µM (titrated, usually from 57.5 µM), for the others: top-dose activation, actives largely listed as activators. hit rate 0.19% among 320,000. AID 485349; also: potency is read from the fitted curve at half-maximal effect; % of control where 0% means no effect; nearly all actives have a fitted effect of over 45% in size
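ATM-like activity read as KAP-1 phosphorylation via AlphaLISA donor/acceptor antibody pairs after lysis and 6 hr at 25C. Cells were ATM-null patient fibroblasts ([…], hTERT), dosed 60 min, then exposed to the DSB inducer NCS for 30 min.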
MBNL1-CUG inh: MBNL1-poly(CUG) RNA binding inhibition. Q9NR56. TR-FRET MBNL1-His/biotin-(CUG)12 binding, 665/545 ratio. Potency, µM (highest dose often 57.5 µM), for the others: at the highest dose activity change, negative = inhibition, usual class: inhibitors. hit rate 0.036% among 280,000; active = well fitted inhibition curve with a large enough effect in the signal ratio, with a control signal flat, not every such curve was filed as active; inconclusive = small, poorly fitted or top-dose-only effect, or effect the other way, or a change in a side signal; inactive = no such curve, though single readings can be large or run the other way; the % refers to the signal ratio; also: potency is read from the fitted curve at half-maximal effect; % is scaled to controls: 0 for no effect and ±100 for the full control effect
Target sequence (Q9NR56 whole entry, looked up): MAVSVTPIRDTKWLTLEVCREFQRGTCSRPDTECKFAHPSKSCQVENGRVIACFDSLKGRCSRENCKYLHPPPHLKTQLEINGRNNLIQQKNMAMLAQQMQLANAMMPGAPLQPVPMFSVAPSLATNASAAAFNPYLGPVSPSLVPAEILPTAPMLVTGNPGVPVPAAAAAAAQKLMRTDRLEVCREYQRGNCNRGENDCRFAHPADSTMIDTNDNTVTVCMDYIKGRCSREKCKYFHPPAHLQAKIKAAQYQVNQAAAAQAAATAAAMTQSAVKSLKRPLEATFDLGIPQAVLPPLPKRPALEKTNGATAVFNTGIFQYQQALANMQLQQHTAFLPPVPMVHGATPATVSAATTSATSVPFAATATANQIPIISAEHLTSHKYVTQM
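MBNL1-His + Biotin-(CUG)12, cpd titration 92 nM–58 uM; Tb anti-His Ab 0.055 ng/ul, SA-XL665 5 nM (final); 60 min RT; ratiometric 665/545 nm, Ex 340 nm; normalized to buffer and full-complex controls.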
TRPV1 ag: agonists of human vanilloid receptor 1 (TRPV1) | activation, % at 8.33 µM | hit rate 0.19% among 320,000 | Q8NER1 | TRPV1-expressing cells, Fluo-8 calcium influx, agonist mode; in the data active = activation above about 80%; inconclusive = between about 30% and that limit; also: 0% is about no effect
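Fluo-8 calcium influx in TRPV1-expressing cells, kinetic read (ex 480/em 520 nm). Compound added and read 3 min for agonist activity, followed by capsaicin at EC20 final and 2 min further read for enhancement.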
Integrin act MD: integrin-mediated muscular dystrophy alleviation activation | alpha7betagal myoblasts, beta-gal FDG fluorescence, 48 h | Potency, µM (titrated, usually from 38.3 µM), for inactives: at the highest dose activation, usual class: activators | hit rate 0.064% among 350,000;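 also: potency is read from the fitted curve at half-maximal effect; 100% = response of the positive control SU9516; nearly all actives have a fitted effect of over 60% in size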
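alpha7betagal+/- myoblasts (passage 13, 250/well) treated 48 h at 37C with compounds at 1:260 dilution of DMSO stock. Lysed, then beta-galactosidase activity read as FDG fluorescence (ex 480/em 540) after 30 min, with pre-read for autofluorescence.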
hERG WT inh: KCNH2 (human, wildtype) channel inhibition; U2OS, BacMam KCNH2, thallium flux FluxOr; active compounds read low; hit rate 0.37% among 340,000; activity change, % at 1.84 µM;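 active = maximum activity change below -70%; inconclusive = maximum activity change between -70% and -50%; inactive = maximum activity change above -50%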; also: % is scaled to controls: 0 for no effect and ±100 for the full control effect
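U2OS cells were transduced with wild-type KCNH2 virus (2.03 x 10^8 / mL) for 4 h at room temperature, then cultured overnight at 37 C. Thallium flux was read with FluxOr dye. Rate constants were normalized to DMSO controls.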
KCNH2 3.1 block: blocks the human KCNH2 3.1 channel isoform; hit rate 0.95% among 340,000; U2OS KCNH2 3.1, thallium flux FluxOr; active compounds read low; activity change, % (tested at about 1.8 µM); AID 720553;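 active = maximum activity change below -70%; inconclusive = maximum activity change from -70% to -50%; inactive = maximum activity change above -50%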;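 also: thallium influx rate constant from kinetic fluorescence after stimulation buffer; % is scaled to controls: 0 for no effect and ±100 for the full control effect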
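Thallium flux read-out: FluxOr dye with Red40 quencher in HBSS/HEPES, 45 min at RT. Rate constants from kinetic reads were normalized to positive and negative DMSO controls. Cells: U2OS virally expressing the 3.1 isoform.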
S-ASM inh: human S-ASM enzyme inhibition; P17405; placental ASM, HMU-PC fluorogenic substrate, 60 min; Potency, µM (series often up to 57.5 µM), for inactives: at the highest dose activity change, negative = inhibition, usual class: inhibitors; hit rate 0.006% among 340,000; also: potency is read from the fitted curve at half-maximal effect
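Fluorogenic HMU-PC substrate (9 uM final) is turned over by placental ASM in 60 min at 37 C after a 10 min compound preincubation. Reaction ended by alkaline stop (pH 10), with fluorescence read at 386/447 nm.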
Active calls of the source: *; ? = inconclusive; . = no result given; & = joins results of further samples; [ ] = dose if it differs, or a comment. Unless noted, calls follow the shape of the dose curve; as a rule, active = well fitted curve in the direction sought with a large enough effect; inconclusive = small, poorly fitted or top-dose-only effect, or another doubt; inactive = no such curve, though single readings can be large; an effect the other way counts as inactive or inconclusive.

Value order: Coupling enz, GALK inhibitor, MLL CXXC-DNA inh, A-T KAP1 phos, MBNL1-CUG inh, TRPV1 ag, Integrin act MD, hERG WT inh, KCNH2 3.1 block, S-ASM inh
CSc1cccc(NC(=O)CC(C)n2ccnc2)c1 (stereo not drawn)
    -2, ., 11%, 2%, -3%, -9, 10%, -5, 6, -1%
Cc1ccc(S(=O)(=O)NC(=O)c2cc(C)n(CCCn3ccnc3)c2C)cc1
    2, 6%, -24%, 2%, -7%, -1, -15%, 11, 6, -1%
CCN(CC)S(=O)(=O)c1cccc2nsnc12
    0, -3%, 1%, -1%, ?, -2, 4%, -4, -5, 4%
CCOc1ccc(NC(=O)c2ccc3c(c2)OCCO3)cc1S(=O)(=O)N(CC)CC
    ., ., ., -2%, ., 4, -2%, -7, 28, -8%
COc1ccc(/C=N/n2cnc3c([nH]c4ccc(F)cc43)c2=O)cc1CSc1ccccn1
    2, ., -5%, 12%, -8%, -5, 21%, -2, -5, 23%
CCN(CC)CCCNC(=O)C1CCC(CNS(=O)(=O)c2c(C)cc(C)cc2C)CC1 (stereo not drawn)
    -1, -2%, 26%, -18%, 1%, 1, -72%[inhibitor], 10, -12, 0%
COc1ccccc1N1CCN(C(=O)c2oc3cc(C)cc(C)c3c2C)CC1
    -2, -3%, 3%, 8%, -8%, 1, 19%, -6, 4, -7%
CCCCCCOc1ccc(OC(=O)c2cccnc2)cc1
    2, ., -7%, 20%, -2%, 8, -23%, 5, 11, 15%
COc1ccc(CCN2C(=O)CC(NNc3ccc([N+](=O)[O-])cc3)C2=O)cc1OC (stereo not drawn)
    -6, 0%, -4%, -3%, ?, -5, -5%, 8, -4, -9%
CC1(C)NC(=O)N(CN2C(=O)NC(C)(C)C2=O)C1=O
    0, -1%, 5%, 2%, -6%, 8, 21%, 4, 3, -1%
Cc1cc(NC(=O)CCC(=O)N(c2ccc(F)cc2)C2(C(=O)NC3CCCCC3)CCCC2)no1
    1, 12%, -8%, 6%, 5%, 1, 19%, 6, 1, -7%
CCC(C)C(=O)Nc1nc(-c2ccc3c(c2)NC(=O)CO3)cs1 (stereo not drawn)
    -8, -3%, 5%, 7%, -3%, -3, -8%, 5, 6, -13%
COc1ccc(NC(=O)CC2SC3=NCCN3C2=O)cc1 (stereo not drawn)
    -1, -2%, 12%, 2%, 1%, 4, 14%, 0, -2, 2%
Nc1ccccc1NC(=O)CCn1c(=S)[nH]c2ccccc2c1=O
    ., -4%, -1%, 2%, 0%, -6, 26%, -3, -3, 3%
CC(CC(=O)NNC(=O)c1cccc(Cl)c1)c1ccccc1 (stereo not drawn)
    2, 13%, 1%, 3%, 0%, 12, 6%, 2, -21, -1%
CCOC(=O)N1CCN(C(=O)c2cc(-n3cnnc3)ccc2Cl)CC1
    -3, -1%, 3%, 1%, -3%, -4, 4%, -8, 6, 1%
N=C1C(c2nc3ccccc3[nH]2)=C(O)CN1c1ccccc1
    0, 3%, -4%, ., 20%, 9, -7%, 0, -3, -3%
Cc1nc2c([nH]1)C1(CCN(Cc3ccccc3)CC1)C(C#N)=C(N)O2
    -1, -1%, -4%, -3%, 16%, 1, 13µM*, 10, -10, 87%[activator]
O=C1C=C(NCc2ccc(Cl)cc2)CCC1
    2, -1%, 3%, -2%, 3%, -1, 17%, 3, -11, 15%
COc1cc(OC)c2ccc(=O)oc2c1C(CCN1CCCCC1)c1ccc(N(C)C)cc1 (stereo not drawn)
    1&1, 1%, 17%, -32%, 4%, 4, -22%, ., ., 1%

Given bar-delimited: entries from further up
Compound | Coupling enz | GALK inhibitor | MLL CXXC-DNA inh | A-T KAP1 phos | MBNL1-CUG inh | TRPV1 ag | Integrin act MD | hERG WT inh | KCNH2 3.1 block | S-ASM inh
COc1ccc(NC(=O)CC2SC3=NCCN3C2=O)cc1 (stereo not drawn) | -1 | -2% | 12% | 2% | 1% | 4 | 14% | 0 | -2 | 2%
Nc1ccccc1NC(=O)CCn1c(=S)[nH]c2ccccc2c1=O | . | -4% | -1% | 2% | 0% | -6 | 26% | -3 | -3 | 3%
CC(CC(=O)NNC(=O)c1cccc(Cl)c1)c1ccccc1 (stereo not drawn) | 2 | 13% | 1% | 3% | 0% | 12 | 6% | 2 | -21 | -1%
CCOC(=O)N1CCN(C(=O)c2cc(-n3cnnc3)ccc2Cl)CC1 | -3 | -1% | 3% | 1% | -3% | -4 | 4% | -8 | 6 | 1%
N=C1C(c2nc3ccccc3[nH]2)=C(O)CN1c1ccccc1 | 0 | 3% | -4% | . | 20% | 9 | -7% | 0 | -3 | -3%
Cc1nc2c([nH]1)C1(CCN(Cc3ccccc3)CC1)C(C#N)=C(N)O2 | -1 | -1% | -4% | -3% | 16% | 1 | 13µM* | 10 | -10 | 87%[activator]
O=C1C=C(NCc2ccc(Cl)cc2)CCC1 | 2 | -1% | 3% | -2% | 3% | -1 | 17% | 3 | -11 | 15%
COc1cc(OC)c2ccc(=O)oc2c1C(CCN1CCCCC1)c1ccc(N(C)C)cc1 (stereo not drawn) | 1&1 | 1% | 17% | -32% | 4% | 4 | -22% | . | . | 1%

Remaining list, next part.
Value order: Coupling enz, GALK inhibitor, MLL CXXC-DNA inh, A-T KAP1 phos, MBNL1-CUG inh, TRPV1 ag, Integrin act MD, hERG WT inh, KCNH2 3.1 block, S-ASM inh
COc1ccc(-n2c(SCC(=O)Nc3sc4c(c3C#N)CCCC4)nnc2-c2ccccc2OC)cc1
    5, -1%, 3%, -2%, -1%, 1, -32%, -2, 7, -5%
CCN(Cc1ccncc1)C(=O)c1cccc(S(=O)(=O)N2CCCCC2)c1
    ., ., ., 7%, ., ., 8%, 11, 14, 5%
CCCc1cc(=O)[nH]c(SCC(=O)CSc2nc(CCC)cc(=O)[nH]2)n1
    1, 7%, -9%, 0%, -3%, 2, -43%, 5, -1, 4%
COc1cc(C2C(C#N)=C(N)Oc3cc(C)n(CCc4ccccc4)c(=O)c32)cc2c1OCO2 (stereo not drawn)
    0, -1%, 18%, -11%, 22%, -4, 18%, 6, -33, 6%
COc1ccccc1-c1nnc(SC(C(=O)c2c[nH]c3ccccc23)c2ccccc2)n1C (stereo not drawn)
    0, -3%, -1%, -2%, -1%, 0, -37%, -12, 7, -18%
CC(=O)N1c2ccccc2C(=O)C1N(C)c1ccc(C)cc1 (stereo not drawn)
    -5, ., 5%, 11%, -2%, 0, -31%, 17, 3, -1%
CCOC(=O)CSc1nc2c(c(=O)[nH]1)C(C)(CC)Cc1ccccc1-2 (stereo not drawn)
    -2, -2%, ?, 3%, -24%, ?, 18%, 1, -18, -3%
CSCc1nnc(NC(=O)c2ccc(S(=O)(=O)N3CCCCC3C)cc2)o1 (stereo not drawn)
    5, -2%, 28%, -2%, 2%, 2, 0%, 1, -5, 4%
NC1=NC(c2cn[nH]c2-c2cccc(F)c2)n2c(nc3ccccc32)N1 (stereo not drawn)
    3, 0%, -8%, 1%, -14%, -2, ?, -6, 12, -2%
COc1ccc(CN2CC(C(=O)NCCN3CCOCC3)CC2=O)cc1 (stereo not drawn)
    0, 1%, -1%, -8%, -5%, ., 6%, -6, 2, 0%
CC1=C(C(=O)OCc2ccc3c(c2)OCO3)C(c2ccccc2)NC(=O)N1 (stereo not drawn)
    0, 2%, 2%, -3%, -8%, 3, 21%, 6, -5, -5%
O=C(COc1ccc2ccccc2c1Br)N1CCCCC1
    ., -21%, 4%, 4%, 30%, 16, -4%, -10, 4, -2%
CC(C)(C)c1ccc(OC(=O)c2ccccc2)cc1
    -3, -3%, -2%, 11%, 7%, 11, 22%, 3, -13, -4%
O=C(CN1CCN(CN2C(=O)NC3(CCCCCC3)C2=O)CC1)Nc1cccc(F)c1
    ., ., ., -3%, ., -2, 15%, -3, -14, 0%
CCCc1ccc2c(N)c(C#N)sc2n1
    -5, 0%, -4%, 4%, ?, 7, -7%, -3, 10, 106%[activator]
CC(C)(C)Cc1nc(-c2ccc(Cl)cc2)no1
    0, -3%, -6%, 1%, -3%, 2, 23%, 4, 0, -5%
C=CCNC(=O)CN(Cc1ccccc1)S(=O)(=O)c1ccccc1
    -1, 7%, 2%, 5%, -5%, 3, 27%, -12, 8, 1%
COc1ccc(C(=O)N2CCC(C(=O)Nc3ccccc3OC)CC2)cc1
    -6, -2%, ?, 3%, ?, 5, 7%[7.66 µM], -14, 7, -1%
Cc1cccc(C)c1NC(=O)NC1(C(=O)NCC2CCCO2)CCCCC1 (stereo not drawn)
    7, 7%, 10%, -4%, -5%, 5, ?, 2, -5, 1%
CCC(CC)COC(=O)C(C#N)c1nc2ccccc2nc1N1CCOCC1 (stereo not drawn)
    1, -1%, -3%, -5%, 3%, ?, 10%, 3, -17, -13%

Outcome played no part in choosing rows, and some 2% of all compounds hit somewhere here.
